a7 integrin act: activates integrin-mediated alleviation for muscular dystrophy; alpha7betagal myoblasts, beta-gal FDG fluorescence, 48 h; Potency, µM (series often up to 38.3 µM), inactives show top-dose activation, actives largely listed as activators; 350,000 compounds, 0.064% hits;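 further: potency means the concentration at half of the fitted maximal effect; 100% = response of the positive control SU9516; nearly all actives have a fitted effect of over 60% in size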
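alpha7betagal+/- myoblasts (passage 13, 250/well) treated 48 h at 37C with compounds at 1:260 dilution of DMSO stock. Lysed, then beta-galactosidase activity read as FDG fluorescence (ex 480/em 540) after 30 min, with pre-read for autofluorescence.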
MLL CXXC-DNA inh: blocks binding of human MLL CXXC domain to DNA; Potency, µM (doses to about 115 µM), for inactives: top-dose activity change, negative = inhibition, most hits filed as inhibitors; Q03164; 290,000 compounds, 0.037% hits; MLL-CXXC / FITC-HOXA9 DNA fluorescence polarization; AID 2662; active means well fitted inhibition curve with a large enough effect in the polarisation, with a control signal flat, not every such curve was filed as active; inconclusive means small, poorly fitted or top-dose-only effect, or effect the other way, or a change in a side signal; inactive means no such curve, though single readings can be large or run the other way; the % refers to the polarisation; further: potency means the concentration at half of the fitted maximal effect
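Purified MLL-CXXC (added from a 7 uM solution) was preincubated 5 min at ambient with pinned compounds in 50 mM Tris-HCl pH 7.5, 50 mM NaCl, 1 mM DTT, 0.05% BSA. Fluorescein-labeled HOX-A9 DNA (50 nM solution) followed, 30 min, then polarization read.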
TRPV1 ag: human TRPV1 agonism; TRPV1-expressing cells, Fluo-8 calcium influx, agonist mode; activation, % at 8.33 µM; 320,000 compounds, 0.19% hits; in the data active means activation above about 80%; inconclusive means between about 30% and that limit; further: 0% is about no effect
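Fluo-8 calcium influx in TRPV1-expressing cells, kinetic read (ex 480/em 520 nm). Compound added and read 3 min for agonist activity, followed by capsaicin at EC20 final and 2 min further read for enhancement.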
ELG1 DNA repair: blocks ELG1-dependent DNA repair in HEK293T cells; AID 504467; HEK293T ELG1-luciferase reporter, luminescence, 16 h; DNA damage induced by 5-fluorouridine; Potency, µM (titrated, usually from 46.1 µM), for inactives: at the highest dose activity change, negative = inhibition, usual class: inhibitors; 330,000 compounds, 2.3% hits; further: potency means the concentration at half of the fitted maximal effect; on the % scale 0 is the no-effect control and ±100 the full control effect; nearly all actives have a fitted effect of over 55% in size
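HEK293T cells expressing luciferase-tagged ELG1 (2,000/well) received 5-Fluorouridine plus compound or DMSO for 16 hr at 37 °C. Luciferase was read by ONE-Glo luminescence after 30 min at room temperature.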
PTAP TSG101 blk: blocks PTAP/TSG101 interaction to inhibit HIV-1 budding | Q99816 | Fluorescence polarization, FITC-PTAP peptide / Tsg101 binding | Potency, µM (top dose mostly 115 µM), for inactives: top-dose activity change, negative = inhibition, most hits filed as inhibitors | 340,000 tested, under 10 active | AID 493005; active means well fitted inhibition curve with a large enough effect in the main read-out, with a control signal flat, not every such curve was filed as active; inconclusive means small, poorly fitted or top-dose-only effect, or effect the other way, or a change in a side signal; inactive means no such curve, though single readings can be large or run the other way; further: potency means the concentration at half of the fitted maximal effect; % of control where 0% means no effect
Target sequence (Q99816 whole entry, looked up): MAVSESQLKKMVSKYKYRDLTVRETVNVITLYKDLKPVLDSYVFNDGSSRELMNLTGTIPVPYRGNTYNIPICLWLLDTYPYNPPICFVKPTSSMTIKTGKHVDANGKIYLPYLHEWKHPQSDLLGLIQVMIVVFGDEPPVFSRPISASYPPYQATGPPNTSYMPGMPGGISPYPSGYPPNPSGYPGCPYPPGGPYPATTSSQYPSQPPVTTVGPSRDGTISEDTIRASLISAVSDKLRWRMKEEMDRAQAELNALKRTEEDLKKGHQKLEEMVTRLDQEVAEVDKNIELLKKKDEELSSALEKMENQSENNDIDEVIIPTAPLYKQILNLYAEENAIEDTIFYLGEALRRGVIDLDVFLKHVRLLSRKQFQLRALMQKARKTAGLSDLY
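Fluorescence anisotropy tracks displacement of a FITC-tagged PTAP peptide (50 nM) from the Tsg101 binding domain (10 uM), following a 20 min room-temperature incubation at pH 7.5.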
p53 reactivator: mutant p53 re-activation in reporter cells. H1299 p53-A138V BP100-luciferase reporter, luminescence, 24 h. Potency, µM (highest dose often 92.2 µM), for the others: at the highest dose activity change, positive = activation, hits mostly activators. 320,000 compounds, 0.063% hits. AID 504706; further: potency means the concentration at half of the fitted maximal effect; % of control where 0% means no effect; nearly all actives have a fitted effect of over 45% in size
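p53-null H1299 cells stably carrying temperature-sensitive p53-A138V and a BP100-luciferase reporter were pinned with compounds (4-point, 1:5 series) and held 24 hrs at 37 deg C. Luminescence was read 10 min after detection reagent.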
AT treatment: potential ataxia-telangiectasia treatments restoring KAP-1 phosphorylation | […] A-T fibroblasts, KAP-1 phosphorylation AlphaLISA; neocarzinostatin DNA damage 30 min before lysis | Potency, µM (titrated, usually from 57.5 µM), for inactives: at the highest dose activation, hits mostly activators | 320,000 compounds, 0.19% hits; further: potency means the concentration at half of the fitted maximal effect; % of control where 0% means no effect; nearly all actives have a fitted effect of over 45% in size
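ATM-like activity read as KAP-1 phosphorylation via AlphaLISA donor/acceptor antibody pairs after lysis and 6 hr at 25C. Cells were ATM-null patient fibroblasts ([…], hTERT), dosed 60 min, then exposed to the DSB inducer NCS for 30 min.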
B2AR arrestin: beta2AR (human) beta-arrestin recruitment activity; Potency, µM (titrated, usually from 46.1 µM), without a hit: at the highest dose activation, most hits filed as activators; beta-arrestin recruitment to beta2AR, cell-based reporter; 330,000 compounds, 0.02% hits; P07550;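 further: potency means the concentration at half of the fitted maximal effect; 0% = DMSO controls and full agonism = EC100 isoproterenol or metaproterenol; nearly all actives have a fitted effect of over 65% in size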
Target sequence (P07550 whole entry, looked up): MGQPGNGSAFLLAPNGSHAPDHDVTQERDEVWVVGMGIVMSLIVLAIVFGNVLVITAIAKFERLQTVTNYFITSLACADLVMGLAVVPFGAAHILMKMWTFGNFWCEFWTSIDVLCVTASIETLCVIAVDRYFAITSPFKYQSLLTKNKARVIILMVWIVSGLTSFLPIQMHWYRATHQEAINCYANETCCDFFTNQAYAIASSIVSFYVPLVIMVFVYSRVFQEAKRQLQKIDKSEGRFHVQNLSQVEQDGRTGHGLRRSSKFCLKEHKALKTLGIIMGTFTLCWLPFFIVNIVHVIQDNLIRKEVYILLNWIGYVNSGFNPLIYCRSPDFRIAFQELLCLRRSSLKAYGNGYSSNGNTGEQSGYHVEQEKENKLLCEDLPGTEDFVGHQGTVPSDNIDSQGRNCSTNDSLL
TCR activator: activators of T cell receptors | primary human leukocytes, anti-CD3, IL-2 HTRF, 48 h | Potency, µM (doses to about 9.22 µM), for inactives: at the top dose activation of IL-2 secretion, usual class: activators | 330,000 tested, under 10 active | AID 504894; further: % of control where 0% means no effect
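Readout: HTRF IL-2, Eu-cryptate/d2 antibody pair, 320nm excitation, 665nm emission. Stimulus: a-CD3 beads, no co-stimulation. Cells: primary human leukocytes. Exposure: 48 hr with compound.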
BRCA1 expr up: increases BRCA1 expression. Potency, µM (highest dose often 46.1 µM), without a hit: top-dose activation, most hits filed as activators. 380,000 compounds, 1.1% hits. AID 624202. MCF7-BRCA1-FFLuc reporter, luminescence, 48 h; response scale: scaled: vehicle 0%, 10 µM genistein 100%; further: potency means the concentration at half of the fitted maximal effect; nearly all actives have a fitted effect of over 80% in size; some results filed as inactive show a strong effect at the top dose
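Reporter cells (MCF7, BRCA1 promoter-firefly luciferase) received library compounds across a concentration series for 48 h. End-point luminescence was measured and concentration-effect curves derived after normalization.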
* hit, by the source's call; ? = inconclusive; . = no result given; [ ] = remark or other dose. Unless noted, the call rests on the fitted dose curve; in most records, active means well fitted curve in the direction sought with a large enough effect; inconclusive means small, poorly fitted or top-dose-only effect, or another doubt; inactive means no such curve, though single readings can be large; an effect the other way counts as inactive or inconclusive.

#1 Cc1ccc2nc(NNC(=O)c3ccc4c(c3)OCCO4)sc2c1
#2 COc1ccc(/C=N/Nc2nc(C(=O)O)cs2)cc1
#3 CCOC(=O)c1c(-c2ccccc2)csc1NC(=S)NC
#4 C/C(CC(=O)NC1CCCCC1)=N\NC(=O)Cc1ccc(-c2ccccc2)cc1
#5 Cc1c(C(Nc2ccccn2)c2ccc(Cl)cc2)c(=O)n(-c2ccccc2)n1C (centres undefined)
#6 COC(=O)C1CC(=O)N(CCc2c[nH]c3ccccc23)C1 (centres undefined)
#7 COc1cc(OC)c(OC)cc1CN1CCC(O)CC1
#8 CC1CCCCC1NC(=O)CN1CCN(S(=O)(=O)c2ccc(Br)s2)CC1 (centres undefined)

screen / no.	1	2	3	4	5	6	7	8
a7 integrin act	-4%	-6%	-42%	-4%	?	17%	-31%	17%
MLL CXXC-DNA inh	5%	-17%	9%	-2%	-6%	-4%	-9%	.
TRPV1 ag	1	0	?	7	0	-4	0	11
ELG1 DNA repair	12%	?	-2%	-22%	.	19%	1%	-14%
PTAP TSG101 blk	-5%	-8%	-6%	0%	-16%	-4%	-2%	-4%
p53 reactivator	5%	?	2%	-2%	.	-7%	-2%	-5%
AT treatment	3%	-2%	5%	9%	.	4%	-7%	-5%
B2AR arrestin	-0.8%	-0.7%	-0.7%	0.3%	.	0.2%	0.2%	-0.2%
TCR activator	-1%	8%	-2%[46.1 µM]	-7%	.	-8%	-11%	-1%
BRCA1 expr up	-7%	-32%	-17%	-18%	17%	-1%	-11%	-32%

#9 CC1(C)CC(=O)C(CC(=O)N2CCC(Cc3ccccc3)CC2)C(=O)C1
#10 CC(C)Oc1ccc(CCC(=O)N/N=C/c2ccc3c(c2)OCO3)cc1
#11 CCc1noc(C)c1C(=O)N1CCC(CCC(=O)Nc2cccc(C)c2)CC1
#12 O=C1COc2ccc(N3C(=O)C=CC3=O)cc2N1
#13 C/C(=N/NC(=O)CN(c1ccccc1)S(=O)(=O)c1ccccc1)c1ccccc1O
#14 Cc1cccc(OCC(=O)Nc2ccc(C(=O)Nc3ccccc3C(=O)O)cc2)c1C
#15 O=C(NCc1ccccc1Cl)C1CCC(CNc2nc(=S)[nH]c3ccccc23)CC1 (centres undefined)
#16 O=C(CSC(=S)N1CCOCC1)Nc1ccc(S(=O)(=O)Nc2ncccn2)cc1

screen / no.	9	10	11	12	13	14	15	16
a7 integrin act	37%	-14%	-9%	.	-50%[inhibitor]	4%	17%	13%
MLL CXXC-DNA inh	-4%	-13%	-5%	38%[activator]	-2%	-7%	10%	5%
TRPV1 ag	3	?	1	11	-2	15	1	-2
ELG1 DNA repair	6%	-9%	?	19%	13µM*	-3%	?	?
PTAP TSG101 blk	0%	-1%	-1%	.	1%	-6%	-3%	-1%
p53 reactivator	-1%	4%	-5%	-9%	8%	5%	2%	16%
AT treatment	-6%	5%	-5%	-5%	1%	2%	-4%	-4%
B2AR arrestin	0.2%	0.5%	0.0%	-0.3%	-0.3%	-0.8%	0.3%	-0.2%
TCR activator	-4%	-5%	4%	.	2%	-3%	.	3%
BRCA1 expr up	0%	-19%	-22%	.	-61%	34%	-36%	19%

Part of the list above, tab-delimited.
cpd	molecule	a7 integrin act	MLL CXXC-DNA inh	TRPV1 ag	ELG1 DNA repair	PTAP TSG101 blk	p53 reactivator	AT treatment	B2AR arrestin	TCR activator	BRCA1 expr up
11	CCc1noc(C)c1C(=O)N1CCC(CCC(=O)Nc2cccc(C)c2)CC1	-9%	-5%	1	?	-1%	-5%	-5%	0.0%	4%	-22%
15	O=C(NCc1ccccc1Cl)C1CCC(CNc2nc(=S)[nH]c3ccccc23)CC1 (centres undefined)	17%	10%	1	?	-3%	2%	-4%	0.3%	.	-36%
16	O=C(CSC(=S)N1CCOCC1)Nc1ccc(S(=O)(=O)Nc2ncccn2)cc1	13%	5%	-2	?	-1%	16%	-4%	-0.2%	3%	19%
9	CC1(C)CC(=O)C(CC(=O)N2CCC(Cc3ccccc3)CC2)C(=O)C1	37%	-4%	3	6%	0%	-1%	-6%	0.2%	-4%	0%

Entries above that contain an aryl methoxy group:
#2 COc1ccc(/C=N/Nc2nc(C(=O)O)cs2)cc1
#7 COc1cc(OC)c(OC)cc1CN1CCC(O)CC1

screen / no.	2	7
a7 integrin act	-6%	-31%
MLL CXXC-DNA inh	-17%	-9%
TRPV1 ag	0	0
ELG1 DNA repair	?	1%
PTAP TSG101 blk	-8%	-2%
p53 reactivator	?	-2%
AT treatment	-2%	-7%
B2AR arrestin	-0.7%	0.2%
TCR activator	8%	-11%
BRCA1 expr up	-32%	-11%

New compounds follow
#17 Cc1cccn2c(=O)c3cc(C#N)c(=N)n(Cc4ccncc4)c3nc12
#18 O=C(NC1CCCCC1)C1CCCN1S(=O)(=O)c1ccc(Cl)cc1 (centres undefined)
#19 CC(C)(C)c1ccc(NC(=O)C2CCCN(c3cnccn3)C2)cc1 (centres undefined)
#20 O=C(CN1C(=O)S/C(=C/c2ccncc2)C1=O)Nc1ccccc1
#21 Cc1cc(NCCCN2CCOCC2)n2ncc(-c3ccc(Cl)cc3)c2n1
#22 O=C(O)CCCC(=O)Nc1cccc(C(=O)Nc2ccccc2C(=O)O)c1
#23 CCc1noc(C)c1C(=O)NCCc1c[nH]c2ccccc12
#24 Cc1ccc(CSc2nc3c(c(N(C)C)n2)CCCC3)cc1

screen / no.	17	18	19	20	21	22	23	24
a7 integrin act	.	8%	-5%	12%	-62%[inhibitor]	2%	-4%	-37%
MLL CXXC-DNA inh	-1%	2%	1%	-9%	1%	3%	.	0%
TRPV1 ag	-4	1	0	-1	1	-1	-1	15
ELG1 DNA repair	2%	6%	6%	-6%	?	-4%	0%	-4%
PTAP TSG101 blk	.	-1%	-2%	1%	-5%	0%	-1%	-2%
p53 reactivator	11%	0%	11%	-9%	?	1%	-1%	-9%
AT treatment	-3%	-10%	5%	9%	1%	-2%	-3%	7%
B2AR arrestin	3.0%	-0.2%	0.2%	0.5%	-0.1%	-0.4%	0.0%	-0.8%
TCR activator	0%[46.1 µM]	0%	-6%	3%	0%	-1%	-1%	-3%
BRCA1 expr up	.	-23%	7%	-9%	35%	0%	3%	-73%

#25 COc1cc(-c2cc(C(=O)O)c3c(OC)c(OC)c(OC)cc3n2)ccc1O
#26 NC(=O)CSc1nnc(-c2ccc(S(=O)(=O)N3CCCCC3)cc2)n1-c1ccccc1
#27 O=C(COC(=O)CNC(=O)c1ccc(Cl)cc1)Nc1ncc(C(F)(F)F)cc1Cl
#28 CCCN(C(=O)COC(=O)CSc1ccc(C(N)=O)cc1[N+](=O)[O-])C1CCS(=O)(=O)C1 (centres undefined)
#29 O=C(CCCc1ccccc1)N=C1SC2CS(=O)(=O)CC2N1c1ccccc1 (centres undefined)
#30 O=C(NCc1nc2ccccc2[nH]1)C1=C[C@H](C2CC2)C[C@H](OCCCCO)O1
#31 O=C(Nc1ccn(CCCNCc2ccccn2)c(=O)n1)OCc1ccccc1
#32 Cc1cccc(C)c1NC(=O)CSc1nnc(Cn2nnc(-c3ccccc3)n2)n1-c1ccccc1

screen / no.	25	26	27	28	29	30	31	32
a7 integrin act	2%	-13%	29%	8%	0%	1%	20%	-4%
MLL CXXC-DNA inh	5%	-2%	22%	.	-12%	-10%	.	8%
TRPV1 ag	0	-10	-1	2	3	1	.	2
ELG1 DNA repair	6%	0%	30%	8%	19%	4%	.	?
PTAP TSG101 blk	1%	-8%	-6%	-2%	1%	-5%	-2%	-4%
p53 reactivator	-6%	1%	11%	10%	-1%	-5%	.	-1%
AT treatment	-1%	.	-7%	-1%	4%	-11%	.	2%
B2AR arrestin	0.1%	0.2%	-0.7%	0.4%	0.0%	0.0%	.	0.0%
TCR activator	-4%	4%	-2%[46.1 µM]	0%	-3%	0%	0%	-2%
BRCA1 expr up	-14%	-2%	-25%	-17%	-21%	8%	1%	-31%

#33 O=C(NCCCN1CCOCC1)c1sc2cc(F)ccc2c1Cl
#34 CCC(Sc1nc2ncccc2[nH]1)C(=O)NC1CCCC1 (centres undefined)
#35 CC(C)NC(=O)CCNS(=O)(=O)c1ccc(Br)cc1
#36 O=C(O)CN(c1ccc(F)cc1)S(=O)(=O)c1ccc2c(c1)OCCO2
#37 CNc1c(NS(=O)(=O)c2cc(NC(C)=O)ccc2C)c(=O)oc2ccccc12
#38 O=C(NCCCNc1ccc(C(F)(F)F)cc1[N+](=O)[O-])c1ccc(Cl)cc1

screen / no.	33	34	35	36	37	38
a7 integrin act	8%	21%	7%	11%	-16%	-7%
MLL CXXC-DNA inh	-3%	-5%	4%	1%	-1%	-3%
TRPV1 ag	13	1	-3	6	1	14
ELG1 DNA repair	?	11%	-10%	0%	0%	-19%
PTAP TSG101 blk	-1%	-1%	-1%	-1%	-12%	1%
p53 reactivator	4%	.	-10%	-4%	1%	12%
AT treatment	-1%	2%	0%	2%	9%	-3%
B2AR arrestin	-0.1%	0.5%	-0.3%	0.1%	-0.5%	0.1%
TCR activator	-1%	-2%	-1%	-5%	9%	.
BRCA1 expr up	?	-1%	-1%	7%	1%	-24%

Source: PubChem
